High-throughput results from PubChem BioAssay.
proCasp3 act = activators of human procaspase-3 D3A mutant, primary screen, biochemical, absorbance, PC-3 D3A mutant, single concentration. recombinant procaspase-3 D3A, Ac-DEVD-pNA absorbance 405 nm. activation, % at 8.5 µM. hit rate 0.11% among 330,000. AID 463141, 2010;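 active = activation above the mean of all tested compounds plus 3 SD, cut at about 21% in these data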;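 note: 0% = DMSO alone and 100% = DMSO wells spiked with extra 5 µM PC-3 D3A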
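Test system: Procaspase-3 D3A mutant, all three cleavage aspartates alanine | Dosing: Single dose, 8.5 µM nominal compound, 0.8% DMSO | Schedule: 1 h preincubation, 2 h reaction | Technique: 405 nm absorbance of p-nitroaniline, reads at 0 and 120 min | Repeats: One well per compound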
AHR activator = AHR activators, primary screen, cell-based, luminescence, luciferase reporter, human; Aryl hydrocarbon receptor (Homo sapiens), P35869; AHR-responsive luciferase reporter cells; activation, % at 5 µM; hit rate 2.5% among 320,000; AID 2796, 2010; in the data active = activation above about 47%;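 note: 0% = vehicle wells and 100% = reference agonist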
MEP2-GFP yeast = modulators of MEP2-GFP levels in yeast, primary screen, S. cerevisiae, multiplex flow cytometry, MLPCN library; S. cerevisiae MEP2-GFP strain, 3 h; 100% = DMSO control level; GFP response vs DMSO, % at 10 µM; hit rate 0.51% among 330,000; AID 2016, 2009;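 active = GFP response versus DMSO above a set limit, roughly screen mean plus 3 SD, cut at about 180% in these data; inconclusive = fewer than 70 cells counted for a yeast strain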;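 note: median GFP fluorescence of the barcode-gated MEP2-GFP cells per well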
proCasp7 act = procaspase-7 activators, primary screen, counter-screen for procaspase-3 activator project, biochemical, absorbance, HTS, human. recombinant procaspase-7, Ac-DEVD-pNA absorbance 405 nm; D23A/D198A/D206A triple mutant, cannot self-cleave; scale: DMSO 0, 5 µM enzyme 100. activation, % at 8.5 µM. hit rate 0.093% among 330,000. AID 463210, 2010;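 active = percent activation above the screen-wide mean plus 3 SD, cut at about 25% in these data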
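buffer or medium = Zinc-free HEPES/NaCl buffer, pH 7.4 | material = Procaspase-7 triple mutant (PC-7 D3A) | input = 2 µM procaspase-7 mutant as dispensed | signal = Epi-absorbance of released pNA at 405 nm, two timepoints | timing = 1 h preincubation, 2 h reaction | replicates = singlicate compound testing | evaluation = % activation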
ZTA counter = blocks Epstein-Barr virus ZTA, an EBNA-1 counter-screen | P03206 | ZTA-DNA binding, fluorescence polarization | inhibition, % at 11 µM | hit rate 0.15% among 320,000 | AID 2234; in the data active = inhibition above about 33%
RPL19A-GFP yeast = RPL19A-GFP expression modulators in yeast, primary screen, cell-based, S. cerevisiae, multiplex flow cytometry, MLPCN; S. cerevisiae RPL19A-GFP strain, 3 h; active compounds read low; percent response vs DMSO, % at 10 µM; hit rate 0.3% among 330,000; AID 2025, 2009;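 active = percent response vs DMSO below 50%; inconclusive = fewer than 70 events counted for the yeast strain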;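 note: median channel GFP fluorescence of the barcoded RPL19A-GFP strain; ratio of sample median GFP to plate DMSO average so 100% = DMSO; lower means less RPL19A-GFP as with rapamycin TOR inhibition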
LAP4 TOR yeast = modulators of LAP4-GFP expression in yeast, primary screen, S. cerevisiae, multiplex flow cytometry, MLPCN library. 3 h; median GFP as percent of DMSO wells. GFP response vs DMSO, % at 10 µM. hit rate 0.34% among 320,000. AID 2023, 2009;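 active = GFP response vs DMSO above a set limit, about the screen mean plus 3 SD, cut at about 150% in these data; inconclusive = under 70 cell events counted for the yeast strain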
EBNA-1 inhibitor = EBNA-1 DNA-binding inhibitors, primary screen, biochemical, fluorescence polarization; inhibition, % at 14.8 µM; hit rate 0.34% among 300,000; in the data active = inhibition above about 28%
Starred values were filed as active, the others as inactive; ? = inconclusive; nt = no result given; [ ] = dose if it differs, or a comment.

SMILES	proCasp3 act	AHR activator	MEP2-GFP yeast	proCasp7 act	ZTA counter	RPL19A-GFP yeast	LAP4 TOR yeast	EBNA-1 inhibitor
COCCOC(=O)c1c(C)n(C)c2ccc(OC(=O)c3ccco3)cc12	6	13	93	3	1	90	91	-12
CSc1ccccc1NC(=O)c1cc2ncc(Br)cn2n1	4	10	101	4	-1	98	105	23
Cc1[nH]c2ccccc2c1C(=O)CSc1ccc(Cl)cc1	8	4	101	8	-17	95	97	-8
O=C(c1cc(COc2ccc3c(c2)CCCC3)on1)N1CCCC1	-8	11	103	-3	-9	101	100	-2
C=CCNC(=O)Nc1ccc2oc(C)nc2c1	-14	-2	94	-17	-15	92	86	-2
CC1Cc2ccccc2N1C(=O)COC(=O)C1=COCCO1 (stereo not given)	-2	1	114	-3	17	116	114	10
Cc1cccc(NC(=O)c2nc[nH]c2C(=O)N2CCC(C)CC2)c1	10	27	94	14	-4	96	98	nt
CC1(C(=O)O)CCC(C(=O)NCCc2ccccc2)C1(C)C (stereo not given)	-9	2	98	-3	3	92	96	-5
CN(C(=O)c1cc2ccccc2o1)c1c(N)n(Cc2ccccc2)c(=O)[nH]c1=O	1	9	110	-4	nt	84	146	nt
Cc1ccc(CN/C=C/C(=O)c2ccc(Br)cc2)cc1	-32	1	105	-7	15	101	99	6
C=CCNc1nc(-c2ccc(Cl)cc2)cs1	0	-2	96	-5	-5	94	124	6
CCOC(=O)c1c(NC(=O)C2C3C=CC(C3)C2(C)C(=O)O)sc2c1CCCC2 (stereo not given)	5	0	102	-15	13	98	93	-2
Cc1cccc(OCC(=O)N2CCC(c3ccccc3)C2)c1 (stereo not given)	12	5	103	-6	-7	99	94	10
COc1ccc(NC(=O)CSc2nc3[nH]c(=O)[nH]c(=O)c3s2)cc1OC	-7	-1	92	0	-4	92	101	-11
Cc1ccc(C(=O)OCc2cn(-c3ccccc3)nn2)cc1	4	0	98	6	0	88	110	1
CN(C)c1nc(OCCOC(=O)c2ccccc2)nc(N(C)C)n1	-5	0	100	1	-10	104	100	-13
CC1(C)Cc2c(sc3ncn4nc(-c5ccco5)nc4c23)CO1	5	1	102	3	11	99	102	2
COc1ccc(CCNC(=O)C(=O)Nc2nccs2)cc1OC	7	5	103	0	19	100	100	3
O=S(=O)(c1ccccc1)c1nc(-c2ccccc2F)oc1NCc1cccnc1	0	-1	93	4	-5	92	98	-2
CC(C)(C)CN1CCNC(=O)C1CC(=O)NCCc1ccccc1F (stereo not given)	4	-1	107	-12	-3	97	103	-12
CCOc1ncccc1C(=O)Nc1cccc(Cl)c1Cl	-3	34	96	0	-6	100	92	-8
O=C(O)Cn1cc(/C=C2\SC(=O)N(c3ccccc3)C2=O)c2ccccc21	-7	32	93	-16	4	86	93	5
Cc1ccc(Cl)cc1NC(=O)c1ccc(Cn2cc(Cl)cn2)cc1	2	0	95	-9	-7	101	95	-1
Cc1cc(NC(=O)CCC(=O)N(Cc2cccnc2)C(C(=O)NC(C)(C)C)c2ccccc2Cl)no1 (stereo not given)	-3	-3	102	5	2	106	99	-10
COC(=O)c1ccc(OC(=O)c2ccc(OC)c(OC)c2)c(OC)c1	-12	2	94	0	-14	95	100	-18

4 of these compounds in another layout:
O=S(=O)(c1ccccc1)c1nc(-c2ccccc2F)oc1NCc1cccnc1
  proCasp3 act: 0; AHR activator: -1; MEP2-GFP yeast: 93; proCasp7 act: 4; ZTA counter: -5; RPL19A-GFP yeast: 92; LAP4 TOR yeast: 98; EBNA-1 inhibitor: -2
Cc1ccc(C(=O)OCc2cn(-c3ccccc3)nn2)cc1
  proCasp3 act: 4; AHR activator: 0; MEP2-GFP yeast: 98; proCasp7 act: 6; ZTA counter: 0; RPL19A-GFP yeast: 88; LAP4 TOR yeast: 110; EBNA-1 inhibitor: 1
CCOc1ncccc1C(=O)Nc1cccc(Cl)c1Cl
  proCasp3 act: -3; AHR activator: 34; MEP2-GFP yeast: 96; proCasp7 act: 0; ZTA counter: -6; RPL19A-GFP yeast: 100; LAP4 TOR yeast: 92; EBNA-1 inhibitor: -8
Cc1cccc(OCC(=O)N2CCC(c3ccccc3)C2)c1 (stereo not given)
  proCasp3 act: 12; AHR activator: 5; MEP2-GFP yeast: 103; proCasp7 act: -6; ZTA counter: -7; RPL19A-GFP yeast: 99; LAP4 TOR yeast: 94; EBNA-1 inhibitor: 10

Next section.
SMILES	proCasp3 act	AHR activator	MEP2-GFP yeast	proCasp7 act	ZTA counter	RPL19A-GFP yeast	LAP4 TOR yeast	EBNA-1 inhibitor
Cc1ccc2c(c1)nnn2C1CCN(CC(=O)Nc2ccc3c(c2)OCCO3)CC1	-11	0	99	5	20	100	100	10
O=C(CSc1ncn[nH]1)NNC(=O)c1ccccc1	4	4	104	8	10	100	104	5
Fc1ccc(Cn2cc(C(=S)N3CCOCC3)c3ccccc32)cc1	0	-1	90	2	-22	94	110	7
CCOc1ccc(NC(=O)CN(c2ccc(OCC)cc2)S(=O)(=O)c2c(C)[nH]c(=O)[nH]c2=O)cc1	8	0	91	14	-10	95	111	4
COc1ccc(S(=O)(=O)N2CCc3ccccc32)cc1C(=O)OCC(=O)c1c(N)n(C)c(=O)n(C)c1=O	0	5	98	9	-7	101	92	2
Cc1ccc(CNC(=O)C2CC3Cn4c(nc5cc(C)c(C)cc54)C3N2C)o1 (stereo not given)	-8	2	105	-2	-9	98	97	1
COc1ccc2c(c1)c(CC(=O)OCC(=O)N(C)C)c(C)n2C(=O)c1ccc(Cl)cc1	2	0	104	3	-4	102	102	-13
CC(=O)OCC1OC(n2ccc(=O)[nH]c2=O)C(O)C1O (stereo not given)	0	3	97	-2	0	96	100	-29
COc1ccc(CNC2CCCCC2)cc1	5	1	110	3	18	106	115	2
COc1cccc(C2C3=C(CCCC3=O)Nc3[nH]n(-c4ccccc4)c(=O)c32)c1 (stereo not given)	0	0	103	-4	2	100	102	0
O=C(O)C1CC(=O)N(Cc2cccs2)C1 (stereo not given)	-1	-3	100	-2	8	102	97	-12
COc1ccccc1C(=O)Nc1c(C)cc(Br)cc1C	10	11	92	-6	-33	101	107	-13
C=C(C)[C@H]1CC=C(C)C(=O)C1	-4	-2	91	4	16	99	104	nt
C=C(C)CSc1nnc2[nH]c(=O)cc(N)n12	-3	0	94	4	6	96	101	-9
CCSC1=C(C#N)C(CC(C)C)C2=C(CCCC2=O)N1 (stereo not given)	-8	-2	96	10	-6	104	102	-4
CCOC(=O)CC1=C(C(=O)OCC)C(c2cccs2)C(C#N)=C(N)O1 (stereo not given)	9	1	103	13	1	103	99	-16
Cc1cc(N2C(=O)C(=O)/C(=C(/O)c3ccc(F)cc3)C2c2ccc(F)cc2)no1 (stereo not given)	0	-6	104	3	-12	95	98	6
CC(=O)Nc1nc2cc(C(N)=O)ccc2s1	6	-7	95	8	1	92	93	nt
Cn1nc(C(=O)NC2CCCN(Cc3ccccc3F)C2)c2ccccc2c1=O (stereo not given)	-2	4	101	5	-10	98	89	0
Cc1ccc(C(=O)Nc2cccnc2)cc1S(=O)(=O)N1CCOCC1	4	37	97	16	5	98	94	1
Clc1cccc(CSc2nnc(-c3sccc3-n3cccc3)o2)c1	4	-3	105	4	6	104	104	-6
CC(C)NC(=O)CC(c1ccccc1)c1cc(Br)ccc1O (stereo not given)	18	1	102	5	9	99	96	15
COc1ccc(CNC(=O)CCCOc2cc(=O)n(C)c3ccccc23)cc1	-2	-5	103	11	4	99	96	-2
COc1ccc2nc(NC(=O)c3cc(S(=O)(=O)N4CCOCC4)ccc3C)sc2c1	8	-1	108	0	2	101	110	-7
CCc1ccc(NC(=O)Nc2cc(C(=O)NCC3CCCO3)ccc2N2CC3CC(C2)c2cccc(=O)n2C3)cc1 (stereo not given)	1	1	102	-4	12	104	112	9

(list continues)
SMILES	proCasp3 act	AHR activator	MEP2-GFP yeast	proCasp7 act	ZTA counter	RPL19A-GFP yeast	LAP4 TOR yeast	EBNA-1 inhibitor
COc1cccc(CNC(=O)CSc2nnc3c(n2)[nH]c2ccc(C)cc23)c1	-1	1	109	2	-19	94	90	-4
O=C(NCc1ccccc1Cl)c1cc2c(s1)CS(=O)(=O)C2	-4	1	106	10	27	95	96	7
CC(=O)N(Cc1c(C#N)c2ccccc2n1C)c1ccccc1	-6	3	89	9	-16	86	91	1
Cc1ccc(NC(=O)C2Cc3ccccc3CN2C(=O)c2ccco2)cc1S(=O)(=O)N(C)C (stereo not given)	-7	7	101	-6	-9	102	95	-11
O=C(COc1ccccc1Br)N1CCN(C(=O)c2cccs2)CC1	-1	-2	100	-7	-5	98	92	nt
COc1ccc(CC(=O)NNC(=S)NC(=O)c2cccnc2)cc1	-7	0	111	-15	-1	96	103	-2
C#CCOCCOCCOCCNc1nc(N2CCN(C(=O)CCCCCCCCCCNC(=O)[C@H](CCCCN)n3cc(CCO)nn3)CC2)nc(N2CCN(C(=O)CCCCCCCCCCNC(=O)[C@H](CCCCN)n3cc(CCO)nn3)CC2)n1	-1	-2	88	7	22	89	129	-4
COc1ccc(S(=O)(=O)N2CCOCC2)cc1NC(=O)CSc1nnc(NC2CC2)s1	6	-1	109	1	nt	106	101	nt
COc1ccccc1C(=O)C1CCCN(C(=O)c2ccccc2Cl)C1 (stereo not given)	2	3	100	2	3	90	?	-9
Cc1cc(C)c(N=C2CCCN2Cc2ccccc2)c(C#N)c1	-4	4	101	2	-6	90	99	-15
CN(CC(=O)Nc1ccc(F)cc1)C(=O)COC(=O)C1=COCCO1	-5	0	104	-4	-3	104	106	-10
CCCOc1ccc(N2C(=O)CC(NCc3ccc(S(N)(=O)=O)cc3)C2=O)cc1 (stereo not given)	-21	0	98	6	-5	96	98	-5
Cc1cc(C)n(/C(=C\N(C)C)C(=O)c2ccc(Cl)cc2)n1	-1	-2	102	4	6	123	105	8
CCCCCn1c(CN2CCN(c3cc(Cl)ccc3C)CC2)nc2c1c(=O)[nH]c(=O)n2C	10	3	97	16	-3	94	103	3
Cn1c(Cc2ccccc2)nnc1SCc1cc(=O)n2ccsc2n1	-2	1	108	7	-16	104	96	4
Cc1cccnc1NC(=O)Nc1ccccc1	3	4	99	1	13	101	106	3
c1ccc(-c2ccc(C3=Nn4c(nnc4-c4cccs4)SC3)cc2)cc1	-2	-4	107	4	1	101	120	4
Cc1cc(C)nc(NC2=NCC(=O)N2c2ccc(Cl)cc2)n1	-5	42	93	12	-10	92	94	-8
Cc1ccc(S(=O)(=O)N2CCCCC2)cc1C(=O)N(C)CC(=O)Nc1cccc(F)c1	-7	-3	105	4	-2	104	99	4
CCCC[C@@H]1C=C(C(=O)O)[C@H](c2ccc(Cl)c(Cl)c2)N1S(=O)(=O)c1ccc(C)cc1	-1	-2	77	-8	nt	87	87	nt
C1CCc2nnc(C3CC3)n2CC1	3	0	98	-2	-12	96	98	2
O=C(O)c1cccc(S(=O)(=O)Nc2ccc(N3CCCCC3)cc2)c1	-2	1	104	-1	nt	99	95	nt
CCc1cc(C(=O)Cc2ccccn2)c(O)cc1O	0	30	270*[may fluoresce violet]	0	-1	63[may fluoresce violet]	73[may fluoresce violet]	-13
O=C(Cn1cnc2c(nnn2Cc2ccc(Cl)cc2)c1=O)NCC1CCCO1 (stereo not given)	-1	2	104	6	-2	102	106	4
COc1cc(C)ccc1OCC(=O)OCC(=O)c1ccc[nH]1	7	-3	104	4	nt	97	98	nt
Cc1ccc(-c2ccc(=O)n(CCC(=O)N3CCN(Cc4ccccc4)CC3)n2)cc1	3	-1	110	10	9	106	109	6
